IMP-1 inhibitor: IMP-1 metallo-beta-lactamase inhibitors, primary screen, biochemical, epi-absorbance readout, Pseudomonas aeruginosa enzyme. purified IMP-1, nitrocefin hydrolysis, epi-absorbance fluorescence. inhibition, % at 5.6 µM. 0.45% of 290,000 active. AID 1556, 2009;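 active means inhibition above the mean plus 3 SD of all compounds in the same screening run, cut at about 4.5% in these data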;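 further: 0% = IMP-1 with DMSO and 100% = DMSO wells lacking enzyme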
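assay system = purified recombinant IMP-1 metallo-beta-lactamase enzyme | schedule = 15 min preincubation plus 25 min reaction at 25 °C | signal = Epi-absorbance fluorescence, 480 nm excitation, 530 nm emission | read-out basis = percent inhibition from optical density relative to buffer-blank wells | controls = IMP-1 with DMSO as 0%, enzyme-free DMSO as 100%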
HCV NS3 hel inh: inhibitors of HCV NS3 helicase, primary screen, biochemical, Cy5 molecular beacon fluorescence; Hepatitis C virus NS3 helicase; NS3 helicase DNA unwinding; inhibition, % at 10.9 µM; 0.56% of 290,000 active; AID 1800, 2009;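 active means inhibition above the mean of all tested compounds plus 3 SD, set per campaign, cut at about 35% in these data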;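 further: 0% = DMSO wells and 100% = thioflavine S control wells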
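Measured by: Cy5 fluorescence, 0 and 60 min reads / Assay system: NS3 helicase fragment of HCV / Control set: low DMSO, high thioflavine S at 110 µM / Times: 1 h reaction at 25 °C, ATP-initiated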
IDE inh: human IDE inhibitors in live cells, primary screen, fluorescence polarization, HEK cells, FAbetaB substrate. FAbetaB cleavage. inhibition, % at 5.59 µM. 0.41% of 320,000 active. AID 434962, 2010;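 active means percent inhibition above the average of all tested compounds plus 3 SD, set per screening campaign, cut at about 16% in these data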;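 further: IDE supplied by intact live HEK cells; FP after avidin binding of uncleaved biotin substrate so inhibition keeps polarization high; 0% = DMSO wells and 100% = 60 µM reference IDE inhibitor Ii1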
Target sequence (P14735 whole entry, looked up): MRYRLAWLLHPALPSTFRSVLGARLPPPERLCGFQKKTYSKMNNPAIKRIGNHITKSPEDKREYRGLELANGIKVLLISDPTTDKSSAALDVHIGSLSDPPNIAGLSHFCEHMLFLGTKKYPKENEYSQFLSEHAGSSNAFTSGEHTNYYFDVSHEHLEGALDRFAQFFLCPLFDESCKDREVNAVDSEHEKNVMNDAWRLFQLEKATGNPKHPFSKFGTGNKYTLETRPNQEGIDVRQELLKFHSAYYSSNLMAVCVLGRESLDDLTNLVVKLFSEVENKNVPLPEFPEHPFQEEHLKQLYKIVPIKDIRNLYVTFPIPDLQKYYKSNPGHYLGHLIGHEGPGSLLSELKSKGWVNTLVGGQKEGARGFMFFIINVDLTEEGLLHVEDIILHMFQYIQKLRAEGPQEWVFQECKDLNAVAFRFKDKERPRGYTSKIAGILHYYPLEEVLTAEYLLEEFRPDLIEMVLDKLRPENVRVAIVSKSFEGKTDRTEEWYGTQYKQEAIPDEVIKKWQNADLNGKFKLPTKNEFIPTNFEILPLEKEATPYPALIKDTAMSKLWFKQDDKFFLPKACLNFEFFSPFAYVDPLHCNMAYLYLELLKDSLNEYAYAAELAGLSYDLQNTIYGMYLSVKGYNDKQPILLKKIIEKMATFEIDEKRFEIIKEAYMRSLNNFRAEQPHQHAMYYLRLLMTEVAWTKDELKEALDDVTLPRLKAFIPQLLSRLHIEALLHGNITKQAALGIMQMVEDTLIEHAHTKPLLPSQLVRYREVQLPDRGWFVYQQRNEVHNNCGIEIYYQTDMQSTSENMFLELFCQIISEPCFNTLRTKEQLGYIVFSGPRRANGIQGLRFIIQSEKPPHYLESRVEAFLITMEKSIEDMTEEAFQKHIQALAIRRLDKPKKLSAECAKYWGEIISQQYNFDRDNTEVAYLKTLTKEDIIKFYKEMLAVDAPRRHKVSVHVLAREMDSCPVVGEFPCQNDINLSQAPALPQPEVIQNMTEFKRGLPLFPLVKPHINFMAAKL
VIM-2 inh: VIM-2 metallo-beta-lactamase inhibitors, primary screen, biochemical, epi-absorbance readout, Pseudomonas aeruginosa enzyme. purified VIM-2, nitrocefin hydrolysis, epi-absorbance fluorescence. inhibition, % at 5.6 µM. 0.89% of 290,000 active. AID 1527, 2009;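 active means inhibition above the mean of all tested compounds plus 3 SD, cutoff set per screening run, cut at about 7.5% in these data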;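 further: red hydrolysis product quenches plate fluorescence so inhibitors raise well fluorescence; 0% = enzyme with DMSO and 100% = DMSO without enzyme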
SUMO HTRF inh: inhibitors of in vitro SUMOylation cascade, primary screen, biochemical, HTRF, uHTS | SUMO-conjugating enzyme UBC9 (Homo sapiens), P63279 | HTRF SUMOylation assay, SAE1/SAE2 + UBC9 | inhibition, % at 35 µM | 0.36% of 290,000 active | AID 2006, 2009; in the data active means inhibition above about 50%, passing the limit was not always enough; further: strong numbers were not always called active
pCIP destab: p/CIP-EGFP fusion destabilizers, primary screen, fluorescence, F442A cells; 16 h; 0.01% of 290,000 active; Q05BA5; decrease of EGFP signal, % at 10 µM;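 active means EGFP signal decrease of at least 30% at 10 µM or well 3 SD below plate mean, unless failing retest; inactive means the rest, including hits failing retest or dose response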; further: some compounds called inactive have numbers as strong as hits; many of its hits are not listed in these tables
M18AAP inhibitor: PfM18AAP inhibitors, malaria aminopeptidase, primary screen, biochemical, QFRET, recombinant enzyme; H-Glu-NHMec fluorogenic cleavage; 1.2% of 290,000 active; AID 1822, 2009; inhibition, % at 7.35 µM;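 active means inhibition above the campaign mean inhibition over all tested compounds plus 3 SD, cut at about 28% in these data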;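 further: 0% = plate median of test compound wells and 100% = 2 mM ZnCl2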
IDE act: human IDE activators in live cells, primary screen, fluorescence polarization, HEK cells, FAbeta-B substrate; Insulin-degrading enzyme (Homo sapiens), P14735; FAbeta-B cleavage; 0% vehicle, 100% cell-free pure enzyme wells; activation, % at 5.96 µM; 0.073% of 340,000 active; AID 493087, 2011;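 active means activation above the mean of all tested compounds plus 3 SD, set per screening campaign, cut at about 17% in these data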
FID counter: compounds displacing fluorescent DNA intercalator, primary screen, artefact control for HCV NS3 helicase inhibitor project, biochemical, FID fluorescence; DNA fluorescent intercalator displacement; inhibition, % at 7.9 µM; 0.17% of 290,000 active; in the data active means inhibition above about 37%;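 further: 0% = vehicle and 100% = reference compound; higher means more ethidium bromide displaced from hairpin DNA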
Numbers without * were called inactive; · = no result given.

SMILES	IMP-1 inhibitor	HCV NS3 hel inh	IDE inh	VIM-2 inh	SUMO HTRF inh	pCIP destab	M18AAP inhibitor	IDE act	FID counter
CC(C)CNC(=S)N(CCN(C)C)Cc1cc2cc3c(cc2[nH]c1=O)OCCO3	-1.1	-5	0	-1.4	-3	7	10	0	-2
O=C(Nc1ccccc1Cl)c1cc(S(=O)(=O)N2CCCCC2)ccc1N1CCOCC1	-1.5	-14	7	-2.8	6	-4	-6	11	-33
Cc1ccc(CC2CC(=O)N(c3ccc(Cl)cn3)C2=O)cc1 (stereo not given)	-4.5	10	0	-3.5	-1	0	-5	1	4
Cc1ccccc1Cn1c(C(C)O)nc2ccccc21 (stereo not given)	-3.2	-6	8	-2.3	11	-14	6	-2	-11
COc1cc(OC)cc(C(=O)NC(C)CNc2ccc(Cl)cc2[N+](=O)[O-])c1 (stereo not given)	-1.8	-8	2	-1.1	-7	4	8	3	-6
COc1ccc(N(CC(=O)N2CCN(c3ccccc3)CC2)S(=O)(=O)c2c(C)noc2C)cc1	-2.4	1	0	-4.1	6	-10	0	3	-3
O=S(=O)(NC(=NCc1ccccc1)c1ccccc1)c1ccc(Br)cc1	-2.6	-6	-4	-1.4	6	-8	6	2	-23
CCOc1ccc(N=Nc2cc(C(C)C)ccc2O)cc1	-1.3	-5	1	-3.0	-13	-11	-3	2	-4
O=C(COc1ccc2c3c(c(=O)oc2c1)CCC3)N1CCCC1	-2.5	2	0	9.8*	5	-2	-4	7	-15
CCCCNC(=O)NS(=O)(=O)c1ccc(C)cc1	-1.7	6	-1	0.0	24	-4	6	5	5
O=C(N1CCOCC1)N1c2ccccc2Sc2ccccc21	-2.0	-7	3	-1.7	-28	0	5	4	-19
COc1ccc(C)cc1NC(=O)COC(=O)c1ccc([N+](=O)[O-])o1	-2.0	15	4	-2.8	15	-6	-4	3	1
CCS(=O)(=O)N1CCN(c2ncnc3sc(C)c(C)c23)CC1	-3.8	3	0	-3.0	18	-12	-3	-1	-9
CC(C)(C)c1nnc(NC(=O)Cc2ccc(Br)cc2)s1	-4.0	-1	8	-1.3	7	-17	-4	4	-3
O=C(Nc1nccs1)c1ccc(-c2ccccc2Cl)o1	-2.7	-6	-3	-9.8	11	-11	2	1	-7
O=C(NCC1CCOCC1)c1ccc(OC2CCN(Cc3ccccn3)CC2)cc1	-1.1	5	4	-0.4	4	-2	-4	2	-4
CC(C)c1ccc(OCC(=O)Nc2ccc3oc(=O)ccc3c2)cc1	-2.7	7	-1	-4.8	3	-12	3	0	-27
CC1CCC2(CC1)NC(=O)c1ccccc1O2 (stereo not given)	-1.3	-2	-3	-2.5	7	-1	-10	3	-5
CC1CCCN(C(=O)CSc2ncccn2)C1 (stereo not given)	-1.8	-4	0	-0.9	-2	2	-6	4	-5
CC1CC(C)CN(S(=O)(=O)N2CCCC(C(=O)NCc3ccccc3Cl)C2)C1 (stereo not given)	-1.2	-6	-3	-0.7	7	-8	-10	2	-34
CCCc1[nH]nc2c1C(CCC)C(C#N)=C(N)O2 (stereo not given)	-2.6	-3	9	-1.1	0	12	6	0	0
Cc1ccc(OCc2ccc([N+](=O)[O-])cc2)c([N+](=O)[O-])n1	-3.4	3	-7	-2.5	2	-30	4	2	1
Cc1nc([N+](=O)[O-])c(SCC(N)=O)n1Cc1ccccc1	-1.0	1	-2	-2.2	16	-7	-5	5	-2
CCCCN(C)S(=O)(=O)c1ccc(C(=O)Nc2nnc(-c3cccs3)o2)cc1	-2.7	13	7	-4.1	-6	-16	6	·	-28
CC(C)(C)C1CCc2c(sc3nc(SCC(N)=O)nc(N)c23)C1 (stereo not given)	-0.3	-12	-3	-1.3	-5	-5	-5	7	-29
Next section.
SMILES	IMP-1 inhibitor	HCV NS3 hel inh	IDE inh	VIM-2 inh	SUMO HTRF inh	pCIP destab	M18AAP inhibitor	IDE act	FID counter
O=C(NCCCN1CCCC1=O)c1ccc2c(=O)n(Cc3ccco3)c(=S)[nH]c2c1	-3.3	0	3	-3.0	26	-2	3	-3	-10
Nc1ccc(CCS(N)(=O)=O)cc1	-0.8	-3	4	-0.9	19	-10	-4	2	0
CCOc1ccc(-n2c(-c3ccco3)nc3c(cnn3-c3ccc(C)cc3)c2=O)cc1	-3.1	3	-5	-2.3	15	0	-1	8	-7
CCCCn1c(N)c(N(CC)C(=O)c2ccccc2F)c(=O)[nH]c1=O	-0.4	-2	-2	-0.5	5	-5	-7	4	-2
CCOc1ccc(NC(=O)CCC(=O)O)cc1	0.1	1	3	1.2	19	-2	5	0	6
CC(OC(=O)CN1C(=O)C2CCCCC2C1=O)C(=O)Nc1ncc(Cl)cc1Cl (stereo not given)	-3.0	2	1	-0.3	-4	1	0	3	-11
CCOC(=O)N1CCN(c2ncnc3scc(-c4ccc(Cl)cc4)c23)CC1	-2.7	-1	-4	-2.2	-8	-14	1	-1	-35
CN(CC(=O)Nc1ccccc1Br)C(=O)c1ccccc1-c1nc2ccccc2s1	1.4	4	-2	1.7	8	-11	-3	6	-43
CC(C)Cn1c2c(c(=O)[nH]c1=O)C(NS(=O)(=O)c1ccc(Cl)cc1)(C(F)(F)F)C(=O)N2 (stereo not given)	-1.3	8	-2	-1.0	35	2	-7	4	-1
CCOCCCN(C(=O)CNC(=O)c1ccco1)C(C(=O)NC1CCCC1)c1ccccc1C (stereo not given)	0.2	9	1	-1.5	12	-9	-12	6	-10
COc1ccc(N/C(=C/[N+](=O)[O-])SC)cc1	-2.4	7	4	0.0	-3	4	-9	4	-6
CCC1(C)NC(C(=O)O)Cc2c1[nH]c1ccccc21 (stereo not given)	-1.2	5	-2	-0.5	8	-16	10	2	-5
CN1CCN(c2nc(-c3ccc(Cl)cc3Cl)nc3ccccc23)CC1	-1.7	-30	5	-3.6	-3	6	0	2	5
CS(=O)(=O)N(CC(=O)NC1CC2CCC1C2)c1cccc(C(F)(F)F)c1 (stereo not given)	-2.3	1	-6	-2.1	2	-26	1	8	-19
Cc1ccc(C)c(NC(=O)CSc2nnc(-c3ccncc3)o2)c1	-1.8	4	-1	-2.0	17	4	2	·	-2
Nc1scc2c(C(=O)N/N=C/c3ccc(Cl)cc3)nn(-c3ccccc3)c(=O)c12	-3.2	28	-3	-1.7	27	6	4	-3	-5
CC(C)CCN1CCN(Cc2cccc(-n3cccn3)c2)CC1CCO (stereo not given)	-4.5	7	5	-1.0	18	-3	3	1	19
Cc1ccc(-c2cc(C(=O)Nc3ccc(S(=O)(=O)Nc4nccs4)cc3)c3ccccc3n2)c(C)c1	-4.4	22	2	-3.5	28	-10	28	0	-25
CCOc1ccc(C2CC(c3cccc(C)c3)n3ncnc3N2)cc1 (stereo not given)	-3.6	-14	4	-1.8	14	3	2	5	-27
C=CCOc1ccc(CN(C)CC(=O)Nc2ccc3c(c2)CCC3)cc1	0.4	-77	1	-1.7	-9	-4	16	1	37*
CN(C)C(CNC(=O)Cc1cccc(C(F)(F)F)c1)c1ccco1 (stereo not given)	-5.4	18	1	-5.7	-3	-14	-3	1	0
COc1cccc(-n2nnc3c(=O)n(CC(=O)OCc4ccccc4)cnc32)c1	-3.7	-5	-3	-2.9	0	-10	-1	-1	-3
O=C(CN1C(=O)C(=O)c2ccccc21)c1ccccc1	-2.4	6	2	-1.1	-22	4	7	4	-1
Cc1ccc(OCCn2c(Br)nc3c2c(=O)n(C)c(=O)n3C)cc1	-1.6	1	2	-2.8	-37	8	1	-4	-4
Cc1cccc(NCC(=O)N/N=C/c2ccc(Br)cc2)c1	-0.7	-13	-3	-2.1	10	-8	10	1	-2

A second format for part of the listing above.
Molecule,IMP-1 inhibitor,HCV NS3 hel inh,IDE inh,VIM-2 inh,SUMO HTRF inh,pCIP destab,M18AAP inhibitor,IDE act,FID counter
Nc1ccc(CCS(N)(=O)=O)cc1,-0.8,-3,4,-0.9,19,-10,-4,2,0
CCOc1ccc(-n2c(-c3ccco3)nc3c(cnn3-c3ccc(C)cc3)c2=O)cc1,-3.1,3,-5,-2.3,15,0,-1,8,-7
CCCCn1c(N)c(N(CC)C(=O)c2ccccc2F)c(=O)[nH]c1=O,-0.4,-2,-2,-0.5,5,-5,-7,4,-2
CCOc1ccc(NC(=O)CCC(=O)O)cc1,0.1,1,3,1.2,19,-2,5,0,6
CC(OC(=O)CN1C(=O)C2CCCCC2C1=O)C(=O)Nc1ncc(Cl)cc1Cl (stereo not given),-3.0,2,1,-0.3,-4,1,0,3,-11

Later entries:
SMILES	IMP-1 inhibitor	HCV NS3 hel inh	IDE inh	VIM-2 inh	SUMO HTRF inh	pCIP destab	M18AAP inhibitor	IDE act	FID counter
Cc1cc2n(n1)C(c1ccccc1Cl)Nc1ccccc1-2 (stereo not given)	-1.3	-2	2	-1.2	-12	-12	7	-2	-7
COc1cccc(NC(=S)N(CCc2c(C)[nH]c3ccccc23)Cc2cccs2)c1	-0.8	-17	-2	-2.9	-24	3	3	7	-9
COc1ccc(NC(=O)CSc2nnc(-c3cccc(O)c3)o2)cc1	-2.9	3	-12	-1.3	15	-20	-3	-6	-9
Cc1cccc(OCc2nnc(NC(=O)Cc3cccs3)s2)c1	1.9	5	3	-4.8	5	3	8	6	-3
CC(C)C(=O)Nc1cccc(-c2nc3ncccc3o2)c1	-1.7	3	-1	0.7	3	-5	-12	2	-7
COC(=O)c1ccc(=O)n(Cc2ccco2)c1	-2.5	3	1	-1.4	13	-1	-4	-1	-10
CC1=Nc2cccc3cccc(c23)N1	1.3	5	2	7.0	8	-20	9	-2	2
Cc1cc(NC(=O)c2cc(-c3ccco3)on2)no1	-4.6	2	-4	-1.1	3	-7	-11	5	-2
Cc1ccn2c(C(=O)c3ccc(Cl)cc3)cnc2c1	-4.0	-3	-2	-2.4	-8	7	-1	-1	-3
N#Cc1c(-c2ccccc2)ccn(Cc2ccccc2Cl)c1=O	-3.4	-3	-1	-2.2	9	-7	3	1	-15
Cc1nc(SCc2ccc(C(=O)O)cc2)nc2c1CCCC2	-3.1	13	2	-0.6	15	-24	5	8	-30
COc1ccc(-n2nc3c(N4CCC(C(=O)N5CCC(C)CC5)CC4)nnc(C)c3c2C)cc1	0.2	-34	0	2.1	9	-15	-3	-2	18
CCn1nc(C)c(CN2CCCC(CO)(Cc3ccccc3)C2)c1C (stereo not given)	-1.4	2	2	-2.3	25	5	-12	5	5
O=C(NC1CCN(Cc2ccc(F)cc2)CC1)c1ccccc1	0.2	4	-8	-1.6	3	-4	-16	3	6
Cc1sc(NC(=O)/C=C/c2ccco2)c(C(=O)O)c1C	-3.3	15	1	-0.5	0	12	-4	4	-8
CCOC(=O)N1CCN(C(=O)CS(=O)(=O)Cc2nc(-c3ccccc3F)oc2C)CC1	-3.5	1	3	-2.2	20	-4	-1	2	-40
